PLCb3 inh – PLC-beta3 (human) inhibition, primary screen; Q01970; Purified PLC-beta3, fluorogenic substrate, fluorescence; inhibition, % at 12.2 µM; 0.18% of 370,000 active; in the data active = inhibition above about 11%;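 also: 0% = median of compound wells on plate and 100% = full blocker control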
PLC-gamma1 inh – PLC-gamma1 (human) inhibition, primary screen | P19174 | purified PLC-gamma1, fluorogenic substrate, fluorescence | inhibition, % at 12.2 µM | 0.84% of 370,000 active | AID 720700; in the data active = inhibition above about 9.5%
hcDAF12 agonist – activates DAF-12 receptor from parasite H. contortus; HEK293 hcDAF-12 lit1-tk-luc reporter, luminescence; 0% DMSO, 100% Δ7-dafachronic acid; activation, % at 6.8 µM; 1.4% of 370,000 active; AID 652067;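 active = activation above the mean of all tested compounds plus 3 SD, cut at about 5.5% in these data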;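 also: 100% = response to 3 µM Δ7-dafachronic acid high control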
DAX1 inh-1 – DAX1 (NR0B1) inhibition, primary screen; HEK293T StAR-luciferase reporter, SF-1/DAX-1 repression relief; inhibition, % at 6.8 µM; 1.1% of 370,000 active; AID 652010;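 active = inhibition above the mean over all tested compounds plus 3 SD, cut at about 3.6% in these data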;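 also: 0% = DAX-1 cells with DMSO and 100% = cells lacking DAX-1 with DMSO; higher inhibition means more luminescence from relief of DAX-1 repression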
ssDAF-12 act – activates DAF-12 receptor from parasite S. stercoralis; HEK293 ssDAF-12/GRIP1 lit1-tk-luc reporter, luminescence; % of 3 µM dafachronic acid response; activation, % at 6.8 µM; AID 652126; 1% of 370,000 active;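 active = activation above the mean over all tested compounds plus 3 SD, cut at about 0.9% in these data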;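 also: 0% = DMSO-only wells and 100% = 3 µM delta7-dafachronic acid wells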
FXN GAA850 act – activators of GAA850 frataxin (FXN) promoter | HEK293 lucGAA850 FXN promoter luciferase reporter, 24 h; percent of 10 µM SAHA response | activation, % at 6 µM | 0.56% of 360,000 active | AID 540364;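 active = activation above the average of all compounds screened plus 3 SD, cutoff fixed separately per campaign, cut at about 7.5% in these data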;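 also: 0% = DMSO wells and 100% = 10 µM SAHA wells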
sPLA2-III inh – Blocks human group III sPLA2 activity. Q9NZ20. AID 743126. 0.56% of 370,000 active. QFRET BODIPY PC-A2 liposome hydrolysis, fluorescence. inhibition, % at 12.2 µM;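 active = inhibition above mean plus 3 SD of compounds lying within the high and low control bounds, cut at about 19% in these data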;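 also: 0% = median of test compound wells and 100% = no enzyme DMSO wells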
DAX1 inh-2 – NR0B1 (DAX1) inhibition. AID 504766. P51843. 0.99% of 340,000 active. HEK293 Gal4-DAX1 luciferase reporter, luminescence. inhibition, % at 6.75 µM;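 active = inhibition above the mean over all tested compounds plus 3 SD, cut at about 4.2% in these data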;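 also: 0% = DAX1-transfected cells with DMSO and 100% = empty-vector control cells with DMSO; inhibition shows as a rise in luminescence from relieved DAX1 repression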
Target sequence (P51843 207-470 limits assumed): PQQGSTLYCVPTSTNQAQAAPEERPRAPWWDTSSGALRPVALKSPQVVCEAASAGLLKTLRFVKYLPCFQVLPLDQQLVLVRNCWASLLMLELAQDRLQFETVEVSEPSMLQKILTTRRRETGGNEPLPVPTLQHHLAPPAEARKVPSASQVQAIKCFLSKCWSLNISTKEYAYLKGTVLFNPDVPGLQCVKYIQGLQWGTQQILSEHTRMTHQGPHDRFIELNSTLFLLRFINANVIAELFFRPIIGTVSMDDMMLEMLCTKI
ADAM10 inh – inhibits human ADAM10 | recombinant ADAM10, EDANS/DABCYL FRET peptide cleavage, 3 h | 0.62% of 370,000 active | inhibition, % at 7 µM;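 active = inhibition above a per-campaign cutoff equal to the mean of compounds falling between control-based bounds plus 3 SD, cut at about 20% in these data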;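 also: 0% = DMSO wells while the 100% control is not disclosed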
Target sequence (O14672 214-748 limits assumed): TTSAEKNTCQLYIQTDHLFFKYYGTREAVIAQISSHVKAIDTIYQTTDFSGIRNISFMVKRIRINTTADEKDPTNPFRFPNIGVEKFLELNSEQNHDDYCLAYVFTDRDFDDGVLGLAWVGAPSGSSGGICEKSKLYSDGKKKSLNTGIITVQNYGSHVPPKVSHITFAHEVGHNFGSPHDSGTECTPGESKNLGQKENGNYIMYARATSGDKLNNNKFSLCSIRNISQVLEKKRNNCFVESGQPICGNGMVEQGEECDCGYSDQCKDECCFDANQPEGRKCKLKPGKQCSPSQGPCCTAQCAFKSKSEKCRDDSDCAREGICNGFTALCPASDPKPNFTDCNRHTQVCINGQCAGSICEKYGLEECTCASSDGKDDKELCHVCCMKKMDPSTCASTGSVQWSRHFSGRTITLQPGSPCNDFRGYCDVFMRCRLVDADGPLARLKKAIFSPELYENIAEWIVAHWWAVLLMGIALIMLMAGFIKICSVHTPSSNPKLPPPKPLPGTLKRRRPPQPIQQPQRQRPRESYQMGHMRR
hgDAF12 agonist – activates the H. glycines DAF-12 receptor ligand-binding domain; HEK293 GAL4-hgDAF12 UAS-luciferase reporter, agonist luminescence; normalized to butyrate control; 1.8% of 370,000 active; activation, % at 6.8 µM;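 active = activation above a cutoff set at the mean of all screened compounds plus 3 SD, cut at about 10% in these data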;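 also: 0% = DMSO wells and 100% = sodium butyrate wells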
ADAM17 inh – inhibitors of human ADAM17. P78536. recombinant ADAM17, EDANS/DABCYL FRET peptide cleavage. inhibition, % at 6.95 µM. 0.83% of 370,000 active;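 active = inhibition above the mean of compounds lying between control limits plus 3 SD, set per campaign, cut at about 8.5% in these data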;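 also: 0% = DMSO-only wells as the low control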
Active calls of the source: *.

Screening Cc1ccc(-c2nnc(N3CCC(C)CC3)c3ccccc23)cc1 returned PLCb3 inh 0, PLC-gamma1 inh 3, hcDAF12 agonist 0.5, DAX1 inh-1 0.2, ssDAF-12 act -1.3, FXN GAA850 act 1.4, sPLA2-III inh 4, DAX1 inh-2 0.7, ADAM10 inh 2, hgDAF12 agonist 1.0 and ADAM17 inh 1.
`COc1ccc(C2=Nn3c(nnc3-c3ccncc3)SC2)cc1` gave PLCb3 inh 3, PLC-gamma1 inh 1, hcDAF12 agonist 0.0, DAX1 inh-1 -1.6, ssDAF-12 act -1.2, FXN GAA850 act -6.0, sPLA2-III inh 0, DAX1 inh-2 0.7, ADAM10 inh -10, hgDAF12 agonist 4.2 and ADAM17 inh -2.
`CCOC(=O)c1c(C)n(C)c2ccc(OC)c(NC(=O)CN3CCN(Cc4ccccc4)CC3)c12` gave PLCb3 inh -1, PLC-gamma1 inh -1, hcDAF12 agonist -2.5, DAX1 inh-1 -1.0, ssDAF-12 act -1.0, FXN GAA850 act 1.4, sPLA2-III inh -6, DAX1 inh-2 2.8, ADAM10 inh -4, hgDAF12 agonist 0.8 and ADAM17 inh 0.
For O=C(O)CCc1nnc(SCC(=O)Nc2ccc(Br)cc2)[nH]c1=O the results were PLCb3 inh -1, PLC-gamma1 inh -3, hcDAF12 agonist -0.4, DAX1 inh-1 -0.2, ssDAF-12 act 0.1, FXN GAA850 act 0.3, sPLA2-III inh -4, ADAM10 inh -2, hgDAF12 agonist 0.7 and ADAM17 inh -2.
COCCn1c(SCc2ccc(OC)c(F)c2)nnc1-c1ccncc1 was read as PLCb3 inh -4, PLC-gamma1 inh 2, hcDAF12 agonist 1.3, DAX1 inh-1 0.0, ssDAF-12 act -1.3, FXN GAA850 act -0.8, sPLA2-III inh -2, DAX1 inh-2 -1.8, ADAM10 inh 7, hgDAF12 agonist -2.8 and ADAM17 inh 0.
`CC(=O)c1cc(-c2ccccc2)n(CC(=O)Nc2cc(C)cc(C)c2)c1C` gave PLCb3 inh 7, PLC-gamma1 inh 4, hcDAF12 agonist -4.6, DAX1 inh-1 0.0, ssDAF-12 act -0.6, FXN GAA850 act 0.9, sPLA2-III inh -4, DAX1 inh-2 -0.6, ADAM10 inh 6, hgDAF12 agonist -2.7 and ADAM17 inh 2.
For O=C(Nc1ccc(Cl)cc1Cl)O[C@@H]1CC[C@@]23CCCN2C(=O)CCC[C@H]3C1 the results were PLCb3 inh -4, PLC-gamma1 inh 3, hcDAF12 agonist -0.7, ssDAF-12 act -2.3, sPLA2-III inh 8, ADAM10 inh 0, hgDAF12 agonist 0.2 and ADAM17 inh -3.
Cc1ccccc1OCC(=O)Nc1cccc2nsnc12 was read as PLCb3 inh -121, PLC-gamma1 inh -89, hcDAF12 agonist 4.2, DAX1 inh-1 -0.2, ssDAF-12 act -0.3, FXN GAA850 act -1.6, sPLA2-III inh 0, DAX1 inh-2 -0.6, ADAM10 inh -21, hgDAF12 agonist 1.8 and ADAM17 inh -9.
For Cc1ccc(C)c(NS(=O)(=O)c2ccc3[nH]c(=O)oc3c2)c1 the results were PLCb3 inh 4, PLC-gamma1 inh -1, hcDAF12 agonist -1.7, DAX1 inh-1 0.7, ssDAF-12 act -1.3, FXN GAA850 act 2.6, sPLA2-III inh -8, DAX1 inh-2 -1.0, ADAM10 inh -7, hgDAF12 agonist 0.9 and ADAM17 inh -2.
Screening Cc1cccc(C(=O)OC(C)C(=O)Nc2ccc(S(=O)(=O)Nc3ncccn3)cc2)c1C (stereo not given) returned PLCb3 inh -3, PLC-gamma1 inh -3, hcDAF12 agonist -0.1, DAX1 inh-1 0.9, ssDAF-12 act -1.5, FXN GAA850 act 1.2, sPLA2-III inh -16, DAX1 inh-2 -0.2, ADAM10 inh -4, hgDAF12 agonist 6.7 and ADAM17 inh -3.
`O=C(O)Cc1ccc(C(=O)c2ccc(Cl)cc2Cl)s1` gave PLCb3 inh 1, PLC-gamma1 inh 2, hcDAF12 agonist 0.7, DAX1 inh-1 0.5, ssDAF-12 act -1.1, FXN GAA850 act 0.3, sPLA2-III inh -2, DAX1 inh-2 2.5, ADAM10 inh 6, hgDAF12 agonist 5.5 and ADAM17 inh 1.
For Cc1nc(-c2ccc(Cl)cc2)sc1C1(C)CC(c2cccc(F)c2)=NO1 (stereo not given) the results were PLCb3 inh -15, PLC-gamma1 inh -5, hcDAF12 agonist -1.3, DAX1 inh-1 0.0, ssDAF-12 act -0.5, FXN GAA850 act 0.7, sPLA2-III inh 9, DAX1 inh-2 0.6, ADAM10 inh 0, hgDAF12 agonist 1.5 and ADAM17 inh -5.
For COc1ccc(CCNC(=O)C2CCCN2C(=O)NC2CCCCC2)cc1OC (stereo not given) the results were PLCb3 inh 3, PLC-gamma1 inh 4, hcDAF12 agonist -1.8, DAX1 inh-1 0.2, ssDAF-12 act -0.6, FXN GAA850 act -2.3, sPLA2-III inh 4, DAX1 inh-2 -0.5, ADAM10 inh 0, hgDAF12 agonist -1.5 and ADAM17 inh 0.
Cc1ccc(NC(=O)COC(=O)CN2C(=O)NC3(CCCC3)C2=O)cc1F was read as PLCb3 inh 2, PLC-gamma1 inh 3, hcDAF12 agonist 0.6, DAX1 inh-1 1.3, ssDAF-12 act -0.6, FXN GAA850 act 1.1, sPLA2-III inh -8, DAX1 inh-2 0.4, ADAM10 inh 2, hgDAF12 agonist -2.0 and ADAM17 inh -4.
O=C(NNC(=S)Nc1ccccc1)c1ccccc1[N+](=O)[O-] was read as PLCb3 inh 3, PLC-gamma1 inh -3, hcDAF12 agonist 1.7, DAX1 inh-1 1.9, ssDAF-12 act -0.5, FXN GAA850 act 3.3, sPLA2-III inh 9, DAX1 inh-2 3.8, ADAM10 inh 3, hgDAF12 agonist 6.2 and ADAM17 inh -1.

Pulled by structure from the entries so far, 2 records:
`COc1ccc(C2=Nn3c(nnc3-c3ccncc3)SC2)cc1` gave PLCb3 inh 3, PLC-gamma1 inh 1, hcDAF12 agonist 0.0, DAX1 inh-1 -1.6, ssDAF-12 act -1.2, FXN GAA850 act -6.0, sPLA2-III inh 0, DAX1 inh-2 0.7, ADAM10 inh -10, hgDAF12 agonist 4.2 and ADAM17 inh -2.
For Cc1ccc(C)c(NS(=O)(=O)c2ccc3[nH]c(=O)oc3c2)c1 the results were PLCb3 inh 4, PLC-gamma1 inh -1, hcDAF12 agonist -1.7, DAX1 inh-1 0.7, ssDAF-12 act -1.3, FXN GAA850 act 2.6, sPLA2-III inh -8, DAX1 inh-2 -1.0, ADAM10 inh -7, hgDAF12 agonist 0.9 and ADAM17 inh -2.

(more compounds)
O=C(Nc1ccccc1)N1CCC(=S)Nc2ccccc21 was read as PLCb3 inh 4, PLC-gamma1 inh 5, hcDAF12 agonist 1.2, DAX1 inh-1 0.1, ssDAF-12 act -1.6, FXN GAA850 act 1.2, sPLA2-III inh 2, DAX1 inh-2 -1.3, ADAM10 inh 2, hgDAF12 agonist -1.9 and ADAM17 inh 4.
Screening COCCCNS(=O)(=O)c1ccc2c(c1)CCN2C(C)=O returned PLCb3 inh -51, PLC-gamma1 inh 3, hcDAF12 agonist -0.6, DAX1 inh-1 -0.5, ssDAF-12 act -1.0, FXN GAA850 act 0.6, sPLA2-III inh 1, DAX1 inh-2 -0.1, ADAM10 inh 4, hgDAF12 agonist -2.2 and ADAM17 inh -3.
`O=C(CSc1nc2c(c(=O)[nH]1)CCCC2)Nc1ccc(Cl)cc1F` gave PLCb3 inh 3, PLC-gamma1 inh 1, hcDAF12 agonist -0.6, DAX1 inh-1 -0.6, ssDAF-12 act -1.1, FXN GAA850 act 0.4, sPLA2-III inh -1, DAX1 inh-2 1.3, ADAM10 inh -1, hgDAF12 agonist 0.8 and ADAM17 inh -2.
`Brc1ccc(N=NNc2ccccc2)cc1` gave PLCb3 inh 3, PLC-gamma1 inh 2, hcDAF12 agonist 2.4, DAX1 inh-1 1.9, ssDAF-12 act -0.2, FXN GAA850 act 2.3, sPLA2-III inh 0, DAX1 inh-2 0.2, ADAM10 inh 5, hgDAF12 agonist 6.0 and ADAM17 inh 0.
`Cc1ccc(-c2nnc(Nc3ccc4c(c3)nc(C)n4C)c3ccccc23)cc1` gave PLCb3 inh -84, PLC-gamma1 inh -90, hcDAF12 agonist -3.2, DAX1 inh-1 0.5, ssDAF-12 act 0.5, FXN GAA850 act 5.2, sPLA2-III inh 0, DAX1 inh-2 0.2, ADAM10 inh -3, hgDAF12 agonist -0.8 and ADAM17 inh -3.
`COC(=O)C(=O)/C=C(\O)c1c(C)cc(C)cc1C` gave PLCb3 inh -9, PLC-gamma1 inh -3, hcDAF12 agonist -0.5, DAX1 inh-1 0.7, ssDAF-12 act -1.9, FXN GAA850 act 3.4, sPLA2-III inh 3, DAX1 inh-2 0.9, ADAM10 inh -5, hgDAF12 agonist -0.6 and ADAM17 inh -5.
Cc1c(/C(O)=C2/C(=O)C(=O)N(CCN3CCOCC3)C2c2cccnc2)cnn1-c1ccccc1 (stereo not given) was read as PLCb3 inh 2, PLC-gamma1 inh 2, hcDAF12 agonist -1.3, DAX1 inh-1 0.6, ssDAF-12 act -1.0, FXN GAA850 act 0.8, sPLA2-III inh 2, DAX1 inh-2 0.3, ADAM10 inh 8, hgDAF12 agonist -0.4 and ADAM17 inh 0.
Screening COC(=O)C1CSC(C(=O)OC)N1C(=O)CN1CC(C)OC(C)C1 (stereo not given) returned PLCb3 inh 1, PLC-gamma1 inh -1, hcDAF12 agonist -0.2, DAX1 inh-1 -0.8, ssDAF-12 act -2.0, FXN GAA850 act -1.7, sPLA2-III inh -4, DAX1 inh-2 -1.0, ADAM10 inh -4, hgDAF12 agonist -0.1 and ADAM17 inh -6.
For CC(C)NC(=O)C1(C)CCN1C(=O)c1ccccc1 (stereo not given) the results were PLCb3 inh -3, PLC-gamma1 inh -2, hcDAF12 agonist 4.3, DAX1 inh-1 -0.6, ssDAF-12 act -2.0, FXN GAA850 act -0.9, sPLA2-III inh 14, ADAM10 inh -20, hgDAF12 agonist -1.8 and ADAM17 inh -4.
O=C(NC(=S)NCCC1=CCCCC1)c1ccccc1Br was read as PLCb3 inh -4, PLC-gamma1 inh 2, hcDAF12 agonist 1.8, DAX1 inh-1 0.5, ssDAF-12 act -0.6, FXN GAA850 act 3.6, sPLA2-III inh -6, DAX1 inh-2 0.5, ADAM10 inh 9, hgDAF12 agonist 3.1 and ADAM17 inh 5.
`COC(=O)c1cn(-c2cccc(C)n2)cn1` gave PLCb3 inh -6, PLC-gamma1 inh 0, hcDAF12 agonist -0.8, DAX1 inh-1 1.0, ssDAF-12 act -1.0, FXN GAA850 act 2.8, sPLA2-III inh -6, DAX1 inh-2 1.5, ADAM10 inh -2, hgDAF12 agonist 0.9 and ADAM17 inh 1.
Cc1csc(Sc2ccc([N+](=O)[O-])cc2C(=O)OCC(=O)NC(=O)NC(C)(C)C)n1 was read as PLCb3 inh 6, PLC-gamma1 inh 9, hcDAF12 agonist -1.8, DAX1 inh-1 0.2, ssDAF-12 act -0.4, FXN GAA850 act -0.7, sPLA2-III inh 8, DAX1 inh-2 1.3, ADAM10 inh 8, hgDAF12 agonist 0.0 and ADAM17 inh 5.
